# From PubChem
# Siah-1 displacement: Siah-1 peptide-binding antagonists, primary screen, biochemical, fluorescence polarization, rhodamine-plectin, uHTS (AID 1817) | 0.02% of 290,000 active | one-dose displacement, % at 20 µM; IC50 in µM for titrated hits | E3 ubiquitin-protein ligase SIAH1 (Homo sapiens) | Siah-1 / rhodamine-plectin peptide fluorescence polarization; higher % means a stronger effect;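 active means displacement of at least 50% at 20 µM, with a fluorescence ratio check between 0.3 and a set limit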;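 further: plate controls were Siah plus tracer with DMSO for no effect and tracer alone without Siah for full effect; strong numbers were not always called active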
# XIAP displacement: XIAP antagonists, biochemical, IAP family, fluorescence polarization (AID 1018); XIAP BIR domain, fluorescence polarization peptide displacement; higher % means a stronger effect; 0.007% of 200,000 active; E3 ubiquitin-protein ligase XIAP (Homo sapiens); displacement, % at 20 µM, or IC50 in µM where a hit was titrated; in the data active means displacement above about 50%; further: a part of the inactive calls stands beside numbers as strong as those of hits
# Yfh1-depleted yeast: enhancers of respiration in Yfh1-depleted yeast, dose response, Friedreich's ataxia, plus single-dose screen (AID 1465); fold induction at 50 µM, or EC50 in µM where a hit was titrated; 0.074% of 220,000 active; S. cerevisiae Yfh1-off respiration, WST-1 reduction, 72 h; higher fold induction means a stronger effect;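 active means fold induction of absorbance versus untreated yeast above a set limit, then at least 30% activation at any dose in follow-up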;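 further: activators that raise dye reduction in frataxin-depleted yeast; strong numbers were not always called active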
# M1AAP inhibition: P. falciparum M1AAP inhibitors, biochemical, fluorogenic H-Leu-NHMec substrate, 1536-well (AID 1445). recombinant M1AAP, H-Leu-NHMec fluorogenic kinetic assay; higher % means a stronger effect. inhibition, % at 30 µM, or IC50 in µM where a hit was titrated. 0.42% of 220,000 active;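 active means primary inhibition above the hit cutoff, then over 50% inhibition at one or more dose response concentrations, cut at about 23% in these data, passing the limit was not always enough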;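 further: plate controls were DMSO full reaction for no effect and no enzyme background for full effect; strong numbers were not always called active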
# PMI inhibition: human PMI inhibitors, high substrate, primary screen, biochemical, fluorescence intensity, high mannose 6-phosphate (AID 1220). 0.66% of 190,000 active. Mannose-6-phosphate isomerase (Homo sapiens). recombinant PMI enzyme, coupled fluorescence intensity; higher % means a stronger effect. one-dose inhibition, % at 20 µM; IC50 in µM for titrated hits; in the data active means inhibition above about 50%
# West Nile antiviral: West Nile virus antiviral activity, cell-based, CPE readout (AID 1621) | West Nile virus-infected cells, CPE inhibition; higher % means a stronger effect | CPE inhibition, % at 10 µM; hits with a dose series show IC50 in µM | 0.02% of 290,000 active; in the data active means a potency from the dose series; further: strong numbers were not always called active
# ER stress rescue: rescue of cells from ER stress-induced death, primary screen, 384-well, CSM14.1, thapsigargin, ATP luminescence (AID 1222); CSM14.1 thapsigargin-induced death rescue, ATP luminescence; higher % means a stronger effect; cellular ATP content (survival), % at 20 µM; hits with a dose series show EC50 in µM; 190,000 tested, under 10 active;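 active means EC50 below 50 µM in the dose-response confirmation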;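 further: death triggered by thapsigargin at about 15 µM added after 2 h compound pretreatment; cell ATP read after overnight thapsigargin exposure of roughly 18 to 22 hours; normalized against plate controls of thapsigargin alone and 5% DMSO vehicle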
# PhoP inhibition: inhibitors of PhoP regulon expression, primary screen, Salmonella Typhimurium, GFP reporter (AID 1863); S. Typhimurium PhoP-regulated promoter GFP reporter, 4 h; higher % means a stronger effect; one-dose inhibition, % at 50 µM; IC50 in µM for titrated hits; 0.16% of 300,000 active;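 active means inhibition over 29.93%, a cutoff 3 SD above the screen mean, later confirmed by dose response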;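 further: 0% = low Mg2+ inducing control and 100% = high Mg2+ repressing control; strong numbers were not always called active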
# P. falciparum M17LAP: P. falciparum M17LAP inhibitors, primary screen, biochemical, fluorogenic H-Leu-NHMec substrate, 1536-well (AID 1619); one-dose inhibition, % at 30 µM; IC50 in µM for titrated hits; Leucine aminopeptidase (Plasmodium falciparum (isolate 3D7)); 0.38% of 220,000 active; recombinant M17LAP, H-Leu-NHMec fluorogenic kinetic assay; higher % means a stronger effect;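 active means compound inhibiting the enzyme by more than half at any dose during confirmatory dose-response retesting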;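 further: plate controls were full reaction with DMSO carrier for no effect and no enzyme background for full effect; strong numbers were not always called active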
# Numbers without * were called inactive; i = inactive; · = not tested or not shown.
No. | SMILES | Siah-1 displacement | XIAP displacement | Yfh1-depleted yeast | M1AAP inhibition | PMI inhibition
1 | CC(=O)NN1C(=O)/C(=C/c2ccc(Br)o2)SC1=S | 27.6% | -4.7% | i | 15.3% | -9.0%
2 | Cc1ccc(-c2nc(C)sc2CC(=O)Nc2cccc(C)c2C)cc1 | 5.2% | -5.2% | i | 2.1% | 2.8%
3 | CC(=O)c1ccc(N2CCN(C(=O)c3ccc(NC(=O)C4CCCO4)cc3)CC2)cc1 (stereo unspecified) | 3.4% | -2.4% | i | 1.3% | -1.6%
4 | S=C(Nc1cccc2ccccc12)NC1CCCCC1 | -2.5% | -3.2% | i | -0.8% | 48.3%
5 | CCCCn1c(SCC(=O)c2ccccc2)nc2ccsc2c1=O | 1.4% | -7.6% | i | 3.2% | 4.2%
6 | O=C1C2C3C=CC(C3)C2C(=O)N1CCCCCCN1C(=O)C2C3C=CC(C3)C2C1=O (stereo unspecified) | -1.0% | -7.3% | i | 4.6% | 7.1%
7 | Cc1ccc(SCC(=O)Nc2ccc(S(=O)(=O)Nc3ncccn3)cc2)cc1 | -4.3% | -3.5% | i | -11.5% | -4.9%
8 | O=C(Cc1cccs1)Nn1c(Cc2cccs2)nc2ccccc2c1=O | 1.2% | -12.1% | i | 10.8% | -12.1%
9 | C/C(=C\C(=O)Nc1cc(C)on1)c1ccccc1 | 2.2% | -1.2% | i | 2.2% | 15.6%
10 | Cc1ccc(NC(=O)c2nc[nH]c2C(=O)N2CCCCC2)c(C(=O)c2ccccc2)c1 | 0.2% | -2.4% | i | 6.9% | 1.9%
11 | Cc1ccc(NC(=S)NCc2ccc3c(c2)OCO3)cc1C | -3.2% | -8.3% | i | 1.8% | 4.3%
12 | CCOc1ccc(S(=O)(=O)NCCC(=O)OCC(=O)Nc2cc(C)on2)cc1 | 1.3% | · | i | 10.6% | ·

No. | West Nile antiviral | ER stress rescue | PhoP inhibition | P. falciparum M17LAP
1 | 0.2% | 0.3% | -11.3% | 11.4%
2 | -0.8% | 2.2% | -4.8% | 4.6%
3 | -0.7% | · | 27.9% | 12.8%
4 | -0.8% | -1.4% | 4.7% | 14.7%
5 | -0.9% | 0.0% | -1.9% | -7.4%
6 | -1.4% | 0.5% | 0.7% | 17.2%
7 | 0.7% | -0.3% | 12.6% | -15.4%
8 | -0.6% | -1.2% | -6.3% | -3.9%
9 | 0.3% | -2.7% | 0.8% | 13.6%
10 | 0.1% | -2.2% | -6.7% | 3.6%
11 | -0.5% | 0.2% | -14.1% | 4.8%
12 | 0.1% | · | -2.3% | -0.7%

# (next part)
No. | SMILES | Siah-1 displacement | XIAP displacement | Yfh1-depleted yeast | M1AAP inhibition | PMI inhibition
13 | COc1ccc(OCC(=O)Nc2ccc(N3CCOCC3)c(Cl)c2)cc1 | 4.9% | -1.9% | i | 2.1% | 1.9%
14 | COc1ccccc1-c1c(C)nn2c(N3CCC(C)CC3)cc(C)nc12 | 3.1% | · | i | 1.3% | ·
15 | N=C1N(/N=C/c2ccccc2)C(=Nc2ccccc2)C(=S)N1c1ccccc1 | 7.2% | -3.2% | i | 6.3% | 6.0%
16 | COc1ccc(/C=N/NC(=O)CSCC(=O)Nc2ccccc2)cc1 | -1.1% | · | i | 0.0% | ·
17 | O=C(NC(=S)NCC1CCCO1)c1ccccc1F (stereo unspecified) | -3.1% | -6.7% | i | 2.0% | -4.8%
18 | O=C(O)CCCCCNC(=O)c1ccncc1 | 1.6% | -15.1% | i | 1.0% | 15.0%
19 | COCCCNc1nc2ccccc2nc1NS(=O)(=O)c1ccc(C)c(C)c1 | 9.7% | · | i | 5.5% | ·
20 | COC(=O)n1c(=S)oc2cc(Cl)ccc21 | 2.8% | 0.1% | i | 1.9% | 4.4%
21 | CN1CCN(C(=O)c2cc(-c3cccc(Cl)c3)on2)CC1 | 2.5% | -3.7% | · | 1.2% | -0.5%
22 | CCCCCCC(=O)Cc1cc(OC)c(OC)cc1C=C(C(=O)OCC)C(=O)OCC | 1.2% | -13.0% | i | 0.1% | 33.5%
23 | Clc1cccc(-c2nc(NCCN3CCOCC3)c3ccccc3n2)c1 | 10.6% | 1.9% | i | 3.7% | 10.8%
24 | CN(CCOC(=O)C1c2ccccc2Oc2ccccc21)C(C)(C)C | -0.2% | -2.2% | i | 3.3% | 10.2%

No. | West Nile antiviral | ER stress rescue | PhoP inhibition | P. falciparum M17LAP
13 | 1.4% | -2.4% | 28.0% | 11.4%
14 | -0.3% | · | -10.3% | -8.8%
15 | 0.3% | 0.1% | 1.9% | 16.1%
16 | 0.5% | · | 0.3% | -7.6%
17 | 1.6% | -1.8% | 7.4% | 0.6%
18 | -0.2% | -1.3% | 0.6% | -7.3%
19 | 1.3% | · | 4.9% | 4.5%
20 | 1.5% | -2.4% | -2.3% | 25.1%
21 | · | -1.1% | -3.5% | 0.7%
22 | 0.4% | 2.4% | 4.1% | 1.0%
23 | -0.6% | -2.0% | -7.0% | 0.5%
24 | 1.1% | -0.5% | 1.4% | 9.3%

# One compound at a time, as listed above.
# COc1ccccc1-c1c(C)nn2c(N3CCC(C)CC3)cc(C)nc12 in the list: Siah-1 displacement: 3.1%; XIAP displacement: ·; Yfh1-depleted yeast: i; M1AAP inhibition: 1.3%; PMI inhibition: ·; West Nile antiviral: -0.3%; ER stress rescue: ·; PhoP inhibition: -10.3%; P. falciparum M17LAP: -8.8%
# O=C(NC(=S)NCC1CCCO1)c1ccccc1F (stereo unspecified) in the list: Siah-1 displacement: -3.1%; XIAP displacement: -6.7%; Yfh1-depleted yeast: i; M1AAP inhibition: 2.0%; PMI inhibition: -4.8%; West Nile antiviral: 1.6%; ER stress rescue: -1.8%; PhoP inhibition: 7.4%; P. falciparum M17LAP: 0.6%

# (listing goes on)
No. | SMILES | Siah-1 displacement | XIAP displacement | Yfh1-depleted yeast | M1AAP inhibition | PMI inhibition
25 | Nc1ccc(Oc2ccc3c(c2)C(=O)N(CC2CCCO2)C3=O)cc1 (stereo unspecified) | 1.3% | · | i | 1.5% | ·
26 | COC(=O)COc1ccc(S(=O)(=O)N2CCN(c3ccc(F)cc3)CC2)cc1 | -1.7% | -1.1% | i | 1.8% | 1.4%
27 | CCN1CCN(Cc2ccc(NC(=O)Nc3ccccc3)cc2)CC1 | -0.4% | -7.4% | i | 0.2% | 18.0%
28 | COC(=O)C1(Cc2ccccc2)NC(c2ccc(F)cc2)C2C(=O)N(C)C(=O)C21 (stereo unspecified) | -1.4% | -7.0% | i | 4.1% | -2.8%
29 | Cc1ccc(C(=O)OCC(=O)Nc2ccc(N(C)C)cc2)cc1NC(=O)c1ccco1 | -1.9% | -4.6% | i | 11.2% | 12.2%
30 | O=C(Nc1c(F)c(F)c(F)c(F)c1F)C1CCCCC1 | 0.7% | -3.4% | i | 5.5% | -11.0%
31 | S=C1NCCc2ccccc2C1c1ccccc1 (stereo unspecified) | -5.6% | -6.3% | i | 1.9% | -0.7%
32 | O=C(O)Cc1nc2nc3c(c(=O)n2[nH]1)CCCC3 | -0.6% | -5.4% | i | -3.5% | -2.8%
33 | CCOC(=O)CSc1nc2cc(C(=O)N3CCCC3)ccc2c(=O)n1Cc1ccccc1 | -2.6% | -6.8% | i | -2.8% | -0.9%
34 | CCOc1ccc(CN(C)C(=O)CCl)cc1 | 5.0% | 19.7% | i | 7.1% | -0.3%
35 | CC(C)C(=O)NCCc1nc2ccccc2n1CCCOc1ccc(Cl)cc1 | -0.5% | -1.7% | i | 10.4% | 6.8%
36 | Nc1c(C(=O)N2CCCC2)sc2nc3c(cc12)CCCCCC3 | -6.8% | -5.5% | i | 2.1% | -4.8%

No. | West Nile antiviral | ER stress rescue | PhoP inhibition | P. falciparum M17LAP
25 | -0.1% | · | -5.6% | -2.0%
26 | 0.4% | -1.3% | -1.4% | -1.5%
27 | -0.3% | · | -1.4% | 50.7%
28 | -0.1% | -0.1% | -1.5% | -4.9%
29 | 1.3% | 0.4% | -5.1% | 8.9%
30 | 0.1% | 0.3% | 3.0% | -0.8%
31 | 0.7% | -2.2% | -5.1% | 6.6%
32 | -0.1% | -0.8% | 10.8% | 0.3%
33 | 1.9% | -0.1% | 9.4% | -0.5%
34 | 0.0% | 1.8% | 14.3% | 13.7%
35 | 0.2% | -0.4% | -1.6% | -5.2%
36 | 0.9% | · | -7.2% | 5.0%

# The list continues:
No. | SMILES | Siah-1 displacement | XIAP displacement | Yfh1-depleted yeast | M1AAP inhibition | PMI inhibition
37 | CC(C)(C)NC(=S)NCc1ccc2c(c1)OCO2 | 6.7% | -8.7% | i | 5.6% | -10.4%
38 | FC(F)(F)c1cccc(NC(=S)NNC(=S)NCc2ccccc2)c1 | -3.0% | -6.5% | i | -8.3% | 8.9%
39 | Cc1ccnc2nc(C(=O)Nc3nnc(-c4ccccc4)o3)nn12 | 21.5% | -6.6% | i | 3.8% | -2.2%
40 | Cc1c(N=c2c(=O)c3ccccc3c2=O)c(=O)n(-c2ccccc2)n1C | · | · | i | 19.9% | ·
41 | O=[N+]([O-])c1ccc(N2CCN(S(=O)(=O)c3ccccc3[N+](=O)[O-])CC2)cc1N1CCc2ccccc2C1 | -0.9% | -3.2% | i | 3.3% | 4.6%
42 | Cc1ccc(C)c(NC(=O)CCN2CC(C)OC(C)C2)c1 (stereo unspecified) | -1.0% | 0.6% | i | 6.4% | -6.8%
43 | CCN1CCCC1CNC(=O)CSc1cc(=O)n(CC)c2ccccc12 (stereo unspecified) | 4.6% | -6.9% | i | -2.2% | 2.4%
44 | Nc1nc(NC(=O)c2cccs2)nn1-c1ccccc1 | 0.5% | -2.4% | i | 1.4% | -11.3%
45 | COc1cc(CC(=O)OCC(=O)Nc2ccc(Cl)c(S(=O)(=O)N(C)C)c2)cc(OC)c1OC | 0.2% | · | i | 0.4% | ·
46 | Cc1ccc(-c2ccc(/C=N/N3C(=O)C4C5C=CC(CC5)C4C3=O)o2)c([N+](=O)[O-])c1 (stereo unspecified) | 6.3% | -3.6% | i | 7.0% | 33.2%
47 | Cc1ccc(NC(=O)CCNC(=O)c2ccc([N+](=O)[O-])cc2)cc1S(=O)(=O)N(C)C | 1.5% | -3.1% | i | 20.0% | -6.6%
48 | O=C(c1ccccc1)c1cnc(Nc2ccccc2Cl)s1 | 3.8% | -2.5% | i | 14.1% | 9.9%

No. | West Nile antiviral | ER stress rescue | PhoP inhibition | P. falciparum M17LAP
37 | 1.4% | -0.7% | -5.3% | -3.2%
38 | -0.5% | -2.2% | -2.3% | 18.9%
39 | 0.3% | -0.2% | -14.1% | 10.3%
40 | -0.4% | · | -13.3% | 17.7%
41 | 0.0% | 1.6% | 12.0% | 8.8%
42 | -0.4% | -0.9% | 1.1% | 8.2%
43 | 0.5% | 0.1% | -4.2% | 3.4%
44 | 0.2% | 1.3% | 4.1% | 12.1%
45 | 0.5% | · | -10.9% | -1.0%
46 | 0.0% | 0.0% | 2.4% | 5.1%
47 | 0.8% | 2.0% | 4.6% | 1.5%
48 | -0.3% | 0.7% | -1.0% | -5.2%

# Rows were taken by chance; any-hit rate near 1.6%.
